Screens as filed in PubChem.
MCF10A rerep – DNA re-replication induction in MCF 10a cells. 350,000 compounds, 2.9% hits. MCF 10A DNA re-replication, Hoechst nuclear intensity, 48 h. Potency, µM (top dose mostly 46.1 µM), for inactives: at the highest dose activity, positive = re-replication, most hits filed as activators. AID 624296; further: potency means the concentration at half of the fitted maximal effect; % of control where 0% means no effect; nearly all actives have a fitted effect of over 50% in size
ATXN2 expr inh – inhibitors of ATXN2 expression; HEK-293 ATXN2-luciferase reporter, luminescence, 24 h; Potency, µM (highest dose often 57 µM), without a hit: at the highest dose activity change, negative = inhibition, hits mostly inhibitors; 360,000 compounds, 0.72% hits; AID 1745845; further: potency means the concentration at half of the fitted maximal effect; on the % scale 0 is the no-effect control and ±100 the full control effect; nearly all actives have a fitted effect of over 55% in size
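ATXN2-luciferase reporter cells (luciferase flanked by upstream and downstream ATXN2 gene portions) were treated 24 h at 37 °C with compounds at up to 57 uM. SteadyGlo luminescence gave expression; GF-AFC fluorescence gave viability.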
TGFb inhibitor – inhibitors of TGF-b signaling; Potency, µM (titrated, usually from 46.1 µM), without a hit: at the highest dose activity, negative = inhibition, usual class: inhibitors; AID 588855; 410,000 compounds, 1.2% hits; HepG2 CAGA-GFP TGF-b/SMAD3 reporter, GFP fluorescence, 18 h; TGF-beta stimulated, 500 pg/mL final; further: potency means the concentration at half of the fitted maximal effect; on the % scale 0 is the no-effect control and ±100 the full control effect; nearly all actives have a fitted effect of over 65% in size
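HEPG2 CAGA-GFP reporter cells (1000/well, DMEM with 1% FBS) received compounds, then recombinant TGF-beta at 500 pg/mL final for 18 hours at 37 degrees C. Per-cell GFP summed per well was normalised to unstimulated and stimulated DMSO controls before curve fitting.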
Nrf2 ARE act – activators of Nrf2 (ARE) signaling; AREc32 ARE-luciferase reporter (MCF7-derived line), luminescence, 24 h; Potency, µM (series often up to 46.1 µM), without a hit: top-dose activation, most hits filed as activators; 410,000 compounds, 0.31% hits; AID 624171; further: potency means the concentration at half of the fitted maximal effect; % of control where 0% means no effect; nearly all actives have a fitted effect of over 65% in size
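Reporter line AREc32 (ARE-Fluc), seeded overnight in OPTI-MEM with 5% FBS; compound pin-transferred, 24 hr at 37 deg C, 5% CO2; luminescent read-out.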
IL-1B inflam inh – inflammasome signaling inhibition, IL-1 beta readout | THP-1 LPS/ATP IL-1B secretion, AlphaLISA, 16 h; stronger effect = lower value | activity change, % at 57.5 µM | 360,000 compounds, 4.7% hits | AID 743279; in the data active means activity change below about -50%; inconclusive means mostly about -30% to -49%; further: on the % scale 0 is the no-effect control and ±100 the full control effect
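THP-1 cells pretreated 1 hr with compounds (up to 57.5 uM final), then stimulated with LPS (250 ng/mL final) plus ATP (1.25 mM final); secreted IL-1B measured by AlphaLISA after 16 hr, decreased signal indicating inhibition.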
ATXN viability – reduces viability in counter-screen for ATXN expression inhibitors | AID 651635 | Potency, µM (series often up to 56.7 µM), hits mostly cytotoxic | 400,000 compounds, 0.49% hits | S2 cells (HEK-293 line with an ATXN2-luciferase reporter) viability, CellTiter-Fluor protease fluorescence, 24 h; further: potency means the concentration at half of the fitted maximal effect; nearly all actives have a fitted effect of over 40% in size
Nrf2 inh – inhibitors of Nrf2 signaling. Potency, µM (top dose mostly 46 µM), without a hit: top-dose activity change, negative = inhibition, hits mostly inhibitors. AID 504444. A549 ARE-Fluc reporter, luciferase luminescence, 18-24 h. 360,000 compounds, 2.1% hits; further: potency means the concentration at half of the fitted maximal effect; on the % scale 0 is the no-effect control and ±100 the full control effect; nearly all actives have a fitted effect of over 60% in size
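A549 ARE_Fluc cells, 5000/well, 5% FBS OPTI-MEM; compounds in dose-response, 18-24 h at 37 °C/5% CO2; CellTiter-Fluor viability read (Ex 405/Em 525), then BugLite luciferase luminescence = Nrf2 activity.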
HepG2 tox – HepG2 cytotoxicity, counter-screen for TGF-b inhibitors. Potency, µM (highest dose often 46.1 µM), for the others: at the top dose activity change, negative = cytotoxicity, usual class: cytotoxic. HepG2 CAGA-GFP viability, ATP luminescence, 18 h. 410,000 compounds, 0.76% hits. AID 588856; further: potency means the concentration at half of the fitted maximal effect; some results filed as inactive show a strong effect at the top dose
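CellTiter-Glo luminescence gave cytotoxicity after 18 hours at 37 degrees C. The cells were HepG2 CAGA-GFP in 1% FBS DMEM, stimulated with 500 pg/mL TGF-beta after compound addition. %Activity was normalised to no-cell wells (complete cell-killing) and DMSO (no toxicity), and curves were fitted and classified.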
A549 viability – kills or reduces viability of A549 cells in Nrf2 counter-screen; Potency, µM (titrated, usually from 46 µM), without a hit: top-dose activity change, negative = cytotoxicity, most hits filed as inhibitors; A549 ARE-Fluc cells, CellTiter-Fluor viability, 18-24 h; 390,000 compounds, 0.16% hits; further: potency means the concentration at half of the fitted maximal effect; on the % scale 0 is the no-effect control and ±100 the full control effect
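A549 ARE_Fluc cells in 5% FBS OPTI-MEM were exposed to compounds in concentration-response for 18-24 h at 37 deg C. Viability was read by CellTiter-Fluor fluorescence (Ex 405/Em 525) after 30 min, before the luciferase read.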
* hit, by the source's call; i = inactive; ? = inconclusive; / = not tested or not shown; & = joins results of further samples; [ ] = remark or other dose. Unless noted, the call rests on the fitted dose curve; in most records, active means well fitted curve in the direction sought with a large enough effect; inconclusive means small, poorly fitted or top-dose-only effect, or another doubt; inactive means no such curve, though single readings can be large; an effect the other way counts as inactive or inconclusive. Rows were taken by chance; any-hit rate near 8.8%.

SMILES | MCF10A rerep | ATXN2 expr inh | TGFb inhibitor | Nrf2 ARE act | IL-1B inflam inh | ATXN viability | Nrf2 inh | HepG2 tox | A549 viability
CCCCCn1c(N)c(-c2nc3ccccc3o2)c2c([N+](=O)[O-])nn(CC)c(=O)c21 | 6% | -24% | -13% | 0.2% | 22 | i | 1% | -6% | 0%
COC(=O)c1c(NC(=O)C(=O)N2CCOCC2)sc2c1CCC2 | -4% | -5% | 5% | -0.6% | -4 | i | 0% | 0% | 2%
Cc1ccc(C)c(Nc2ncnc3nc[nH]c23)c1 | -5% | 4% | -1% | 0.8% | 50 | i | 11% | 2% | 3%
Cc1cc(C)n2nc(-c3ccc(Br)cc3)cc2n1 | -2% | / | 7% | 2.2µM* | 31 | i | ? | -10% | 26%
COc1cc(C=O)ccc1OCCOCCOc1ccccc1Cl | 8% | -4% | 3% | 3.5% | 14 | i | 1% | 2% | 18%
CCC(C)n1cnc2c(c1=O)c1nc3ccccc3nc1n2Cc1ccc(OC)cc1 (stereo unspecified) | ? | -27% | ? | -0.1% | -25 | ? | ? | 2% | 4%
COC(=O)c1cc2sccc2n1CC(=O)Nc1cccc(SC)c1 | -29% | -2% | 10% | -0.3% | -22 | i | 10% | -36% | -3%
CCC(=O)N1CCc2cc(CNC(=O)c3ccccc3C)ccc21 | / | / | 6% | 4.9% | / | / | / | -6% | 7%
COC(=O)c1sccc1NC(=S)N1CCC(C)CC1 | 0% | -1% | -1% | 14% | 31 | i | -3% | -2% | 0%
COc1ccc2c(-c3ccc(OCCN4CCOCC4)cc3)c(-c3ccccc3OC)sc2c1 | -16% | -15% | 6% | 7.2% | -4 | i | ? | -23% | 12%

Results in A549 viability (three entries from above):
canonical_smiles,A549 viability
COc1ccc2c(-c3ccc(OCCN4CCOCC4)cc3)c(-c3ccccc3OC)sc2c1,12%
Cc1cc(C)n2nc(-c3ccc(Br)cc3)cc2n1,26%
COC(=O)c1cc2sccc2n1CC(=O)Nc1cccc(SC)c1,-3%

New compounds follow:
SMILES | MCF10A rerep | ATXN2 expr inh | TGFb inhibitor | Nrf2 ARE act | IL-1B inflam inh | ATXN viability | Nrf2 inh | HepG2 tox | A549 viability
O=C(Nc1nc(OCC(F)(F)F)cnc1/C=C\c1ccccc1)c1ccccc1 | / | -2% | -9% | 0.5%[9.22 µM] | -9 | i | / | -30% | /
O=C(N1CCCCCC1)N1CCN(S(=O)(=O)c2cccc([N+](=O)[O-])c2)CC1 | 12% | 0% | -4% | 0.0% | -10 | i | ? | -17% | -4%
COc1ccc(/C=C(\NC(=O)c2cccs2)C(=O)Nc2ccc(C)cc2)cc1OC | ? | 9% | -14% | 0.1% | 2 | i | ? | 1% | -1%
COc1cc([N+](=O)[O-])c2ncsc2c1 | -2% | -11% | 1% | 5.7% | 16 | i | 3% | -3% | 3%
COC(=O)C(NC(=O)c1ccccc1)c1ccccc1 (stereo unspecified) | 3% | 12% | -1% | -1.0% | 17 | i | 16% | 9% | /
CSc1ccc(CCNC(=O)CCc2nnc3ccc(N4CCCCC4)nn23)cc1 | 11% | -20% | ? | 2.1% | 2 | i | -2% | 2.8µM* | 1%
CCCNC(=O)c1ccc(Cn2c(SCC(N)=O)nc3ccccc3c2=O)cc1 | / | -5% | 7% | -0.1% | / | i | / | 0% | 16%
Cc1cc(C)c2oc(-c3cccc(NC(=O)c4ccc(F)cc4)c3)nc2c1 | 5% | -13% | -1% | -0.9% | -11 | i | / | 9% | 8%
CC(C)(C)c1ccc(NC(=O)c2c(F)cccc2Cl)cc1 | ? | 8% | 0% | 3.0% | -16 | i | 5% | -42% | 8%
Cc1ccc(OCCn2cc(/C(N)=N/O)c3ccccc32)cc1C | 9% | ? | -15% | 3.9% | 0 | i | -2% | -47% | ?
O=C(c1cc(COc2cccc(C(F)(F)F)c2)on1)N1CCC(c2ccccc2)CC1 | 17% | -4% | ? | 0.0% | -10 | i | 13µM* | -1% | -19%
O=C(CN1CCN(c2nc(-c3ccccc3)cs2)CC1)NNC(=O)c1ccc(Br)cc1 | 9% | -5% | -2% | 0.2% | 22 | i | -18% | -20% | 10%
O=C(Nc1ccc2c(c1)OCCO2)C(c1ccnc2ccccc12)N1CCN(c2ccc(C(F)(F)F)cn2)CC1 (stereo unspecified) | / | 4% | ? | 4.4% | 3 | ? | / | -28% | /
CN1CCN(c2ccccc2NC(=O)c2cccc([N+](=O)[O-])c2)CC1 | -2% | -10% | -1% | 3.1% | 12 | i | -6% | -15% | -6%
COC(=O)c1ccc(N2CCN(S(=O)(=O)c3ccc4ccccc4c3)CC2)c([N+](=O)[O-])c1 | 1% | -12% | -15% | -0.2% | -13 | i | ? | -2% | -21%
Cc1cc(N2CCC(C)CC2)n2nc(C)c(-c3ccccc3)c2n1 | 12% | -7% | -1% | -0.3% | 0 | i | 0% | -5% | -7%
O=C(Nc1cccc(-c2cscn2)c1)C1CCN(Cc2ccc(CO)o2)CC1 | -3% | / | -8% | 0.4% | 0 | i | -30% | -13% | 2%
Cc1cc(Nc2ccc(Cl)cc2)nc(N2CCOCC2)n1 | 4% | 6% | -6% | 7.3% | 21 | i | 30% | -49% | 0%
O=C(c1ccc(F)cc1)N1CCCN(c2nc(-c3ccccc3)ns2)CC1 | 0% | / | ? | 0.0% | -13 | i | -4% | -13% | 2%
CCOC(=O)c1cnc2c(ccc3ccccc32)c1Nc1ccc(OC)c(OC)c1 | / | -12% | -16% | 0.1% | / | ? | 12% | -54% | -10%
CC(=O)N(Cc1cccnc1)c1nc2ccc(F)cc2s1 | / | / | -4% | 0.6% | / | / | / | -5% | 0%
COc1ccc(C(=O)COC(=O)c2cc(-c3ccccc3)nc3c(C)cccc23)cc1 | / | 1% | 17% | -0.6% | / | i | -23% | -36% | -2%
CC(C)C[C@H]1CNC(=S)N1C[C@H]1CCCN1C[C@H](Cc1ccc(O)cc1)N1C[C@H](Cc2ccc(O)cc2)N(CC2CCCCCC2)C1=S | / | 18µM* | ? | -3.2% | ? | 13µM* | / | 13µM* | /
N#CCSc1nc2cc(C(=O)N3CCCC3)ccc2c(=O)n1Cc1ccccc1 | 4% | -4% | 0% | 0.3% | -53* | i | -13% | 3% | -8%
c1csc(Cc2nn3c(-c4n[nH]c5c4CCC5)nnc3s2)c1 | ? | 11% | -5% | 3.6% | -1 | i | -11% | -113% | 0%
CC1CCN(Cc2c(O)ccc3c2O/C(=C\c2ccco2)C3=O)CC1 | -47%[inhibitor] | -25% | 14% | 17% | 8 | / | 1% | -16% | -16%
CNC(=O)c1[nH]nc2c1CCc1cc(OC)ccc1-2 | 1% | 10% | -6% | -0.5% | ? | i | 26% | -11% | 18%
Cc1ccccc1Nc1nc(N)nc(CSc2nc3ccccc3c(=O)n2CCCO)n1 | -4% | 10% | -1% | 3.2% | -3 | i | 1% | -21% | -2%
Cc1ccc(Cl)cc1NC(=O)CCC(=O)NCc1ccco1 | -1% | -22% | 3% | 3.5% | -4 | ? | 0% | 12% | ?
CCOc1cc(C(=O)Nc2cc(C(=O)OC)ccc2C)ccc1OCC(=O)N1CCOCC1 | -4% | -15% | -11% | -0.1% | 6 | i | ? | -1% | -7%
Cc1ccccc1Nc1nc(N)nc(COC(=O)c2cccc(S(=O)(=O)N(C)c3ccccc3)c2)n1 | ? | -2% | 2% | 0.7% | 10 | i | -7% | -5% | 0%
CCn1c(C)cc(O)cc1=O | 1% | -22% | 9% | 0.4% | 8 | i | -1% | -26% | 1%
CC(=O)c1cccc(NC(=O)c2cc3nc(C)cc(C)n3n2)c1 | 1% | 46%[activator] | 18% | 3.0% | 0 | i | / | 8% | 7%
Cc1cccc(N2CCN(C(=O)c3cc4cc(F)ccc4[nH]3)CC2)c1C | 15% | -5% | ? | 7.1µM* | 5 | i | 18% | -31% | -4%
COc1cc(/C=N/NC(=O)C2(O)c3ccccc3-c3ccccc32)ccc1O | -1% | -2% | -2% | 1.6% | 9 | i | -2% | 27% | 1%
COc1ccc(Cl)cc1N1C(=O)c2cccnc2C1=O | -21% | / | 4% | -0.5% | -3 | i | 9% | 9% | -13%
Cc1c(Cl)c([N+](=O)[O-])nn1CC(=O)N1CCc2ccccc2C1 | -10% | 7% | 9% | -0.6% | -5 | i | / | 16% | 0%
CSc1ccc(C(=O)C2CCCN(C(=O)c3ccc(C)nc3)C2)cc1 (stereo unspecified) | -2% | / | -9% | -0.3% | -1 | i | 2% | 8% | 1%
COc1ccc(N2CC(NC(=O)COc3ccccc3)CC2=O)cc1OC (stereo unspecified) | / | 0% | -15% | 0.4% | / | ? | / | 4% | -8%
O=C(NCc1ccc(F)cc1)OC1CC2CC1[C@H]1CCCCN1C2=O (stereo partly specified) | / | 14% | / | 0.3% | 5 | i | / | / | /
COc1ccc(NS(=O)(=O)c2cc3c(cc2C)NC(=O)CO3)c(OC)c1 | 3% | -6%&-6% | 5%&-9% | -0.8%&-1.0% | 10 | ? | -12%&1% | -17%&4% | -4%&-2%
Cc1ccc(/C=C2\SC(=S)N(CCC(=O)NNC(=O)c3cccc(O)c3)C2=O)cc1 | -5% | / | 9% | 3.0% | -28 | i | -1% | -17% | 0%
O=C(NCC1CCCN1S(=O)(=O)c1cccs1)C(=O)Nc1ccccc1 (stereo unspecified) | ? | 8% | 2% | 0.0% | -16 | i | -4% | -4% | -2%
COc1ccc(CN(C)C2CCN(C)CC2)cc1OC | 7% | / | 16% | 0.0% | 11 | i | -5% | 9% | -14%
